BioA inh: blocks M. tuberculosis BioA enzyme activity. purified M. tuberculosis BioA enzyme, plate reader. inhibition, % at 9.99 µM. 360,000 compounds, 0.096% hits. AID 602481; in the data active = inhibition above about 40%; inconclusive = no clear call, values can overlap the other calls
BoNT-A LC inh2: BoNT A light chain protease inhibition. multiplex microsphere protease substrate cleavage, flow cytometry. inhibition, % at 10 µM. 360,000 compounds, 0.17% hits. AID 588499; in the data active = inhibition above about 30%; inconclusive = no clear call, values can overlap the other calls; also: plate controls were buffer without enzyme for full effect and enzyme alone for no effect
Mtb FBA inh: inhibits M. tuberculosis FBA enzyme; AID 588726; 360,000 compounds, 2.3% hits; inhibition, % at 1 µM; purified M. tuberculosis FBA, fluorescence read-out; in the data active = inhibition above about 27%;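 also: 0% = vehicle and 100% = reference inhibitor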
Target sequence (P9WQA3 whole entry, looked up): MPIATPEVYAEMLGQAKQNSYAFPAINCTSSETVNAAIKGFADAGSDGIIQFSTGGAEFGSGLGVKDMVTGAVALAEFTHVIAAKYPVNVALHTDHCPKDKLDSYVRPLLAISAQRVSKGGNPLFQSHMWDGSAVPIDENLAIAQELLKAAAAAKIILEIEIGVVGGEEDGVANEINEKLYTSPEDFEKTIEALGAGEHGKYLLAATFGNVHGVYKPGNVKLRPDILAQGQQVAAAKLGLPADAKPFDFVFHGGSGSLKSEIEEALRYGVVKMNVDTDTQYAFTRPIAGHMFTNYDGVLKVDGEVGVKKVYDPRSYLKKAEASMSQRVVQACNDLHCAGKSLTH
Mtb UGM inh: blocks M. tuberculosis UGM enzyme | purified UGM, fluorescence polarization probe displacement | inhibition, % at 10 µM | 320,000 compounds, 0.06% hits | AID 504406; in the data active = inhibition above about 10%, passing the limit was not always enough; inconclusive = no clear call, values can overlap the other calls
Target sequence (P9WIQ1 whole entry, looked up): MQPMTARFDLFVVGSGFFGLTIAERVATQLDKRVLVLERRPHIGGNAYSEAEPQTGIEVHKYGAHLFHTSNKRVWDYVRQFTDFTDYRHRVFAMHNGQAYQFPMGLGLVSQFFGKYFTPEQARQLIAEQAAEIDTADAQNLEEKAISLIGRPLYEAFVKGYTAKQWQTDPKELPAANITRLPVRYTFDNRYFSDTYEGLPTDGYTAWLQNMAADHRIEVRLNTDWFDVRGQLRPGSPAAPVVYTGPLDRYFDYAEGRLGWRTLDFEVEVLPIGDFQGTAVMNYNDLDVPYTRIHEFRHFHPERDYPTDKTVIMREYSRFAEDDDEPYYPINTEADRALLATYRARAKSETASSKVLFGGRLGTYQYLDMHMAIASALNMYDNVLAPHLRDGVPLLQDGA
FadD28 binding: blocks FadD28 binding to the bisubstrate probe. fluorescence polarization. inhibition, % at 12.5 µM. 360,000 compounds, 0.22% hits. AID 588549; in the data active = inhibition above about 8.5%, passing the limit was not always enough; inconclusive = no clear call, values can overlap the other calls
BoNT F protease: blocks Botulinum neurotoxin F light chain protease; Multiplex microsphere protease cleavage assay, flow cytometry; inhibition, % at 10 µM; 360,000 compounds, 0.22% hits; in the data active = inhibition above about 35%, passing the limit was not always enough; inconclusive = no clear call, values can overlap the other calls; also: plate controls were buffer without enzyme for full effect and enzyme alone for no effect
CCHF vOTU inh: blocks the CCHF virus ovarian tumor domain protease; CCHFV vOTU protease, Pep-AMC fluorescence; inhibition, % at 11.5 µM; 370,000 compounds, 0.55% hits; also: 0% = vehicle wells with enzyme and 100% = no enzyme wells
GDH-TPI inh: GDH-TPI coupled enzyme inhibition counter-screen | inhibition, % at 4.8 µM | GDH-TPI coupled enzyme counterscreen, NADH absorbance | 360,000 compounds, 1.2% hits;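 also: 0% = DMSO wells and 100% = wells lacking the enzyme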
PrPC TRFRET: reduces human prion protein on the cell surface; cell surface PrPC, TR-FRET read-out; inhibition, % at 13.8 µM; 370,000 compounds, 0.43% hits; AID 720596; in the data active = inhibition above about 24%; also: 0% = median of the test wells and 100% = reference compound wells
* marks the source's active call; other numbers are inactive results; ? = inconclusive; nt = no result given; & = joins results of further samples. Rule as the data show it, unless noted: active = inhibition above about 30%; inactive = the rest.

A first look, 6 compounds:
SMILES	BioA inh	BoNT-A LC inh2	Mtb FBA inh	Mtb UGM inh	FadD28 binding	BoNT F protease	CCHF vOTU inh	GDH-TPI inh	PrPC TRFRET
O=C(CNC(=O)c1ccco1)NCC(=O)OCc1cccc(C(=O)Oc2ccccc2)c1	-2.8	-0.7	-1.1	-0.3	-0.7	-10.0	-9.6	-1.1	-6.5
Cn1c(SCc2ccccc2)nc(C(F)(F)F)cc1=O	nt	-0.7	2.8	1.6	0.3	2.8	6.5	3.5	2.8
CN(Cc1ccccc1)C(=O)c1[nH]cnc1C(=O)Nc1ccccc1	3.3	0.0	-0.8	-1.0	-3.9	1.8	-5.8	-3.5	4.0
Cc1cccc(N2CCN(C(=O)c3ccc4nc[nH]c4c3)CC2)c1C	2.8	0.7	1.9	-1.2	-2.6	-2.9	0.8	-1.1	3.9
O=C(Nc1ncn[nH]1)c1ccccc1Br	-1.2	-0.7	2.8	-0.1	1.4	0.2	-0.5	0.4	-0.1
O=C1c2ccccc2C(O)(c2ccccc2)N1c1ccc([N+](=O)[O-])cc1Cl (stereo not drawn)	2.6	-0.6	-0.5	nt	2.3	-0.4	5.1	16.2	-4.1

Main list, previewed entries included:
SMILES	BioA inh	BoNT-A LC inh2	Mtb FBA inh	Mtb UGM inh	FadD28 binding	BoNT F protease	CCHF vOTU inh	GDH-TPI inh	PrPC TRFRET
O=C(CNC(=O)c1ccco1)NCC(=O)OCc1cccc(C(=O)Oc2ccccc2)c1	-2.8	-0.7	-1.1	-0.3	-0.7	-10.0	-9.6	-1.1	-6.5
Cn1c(SCc2ccccc2)nc(C(F)(F)F)cc1=O	nt	-0.7	2.8	1.6	0.3	2.8	6.5	3.5	2.8
CN(Cc1ccccc1)C(=O)c1[nH]cnc1C(=O)Nc1ccccc1	3.3	0.0	-0.8	-1.0	-3.9	1.8	-5.8	-3.5	4.0
Cc1cccc(N2CCN(C(=O)c3ccc4nc[nH]c4c3)CC2)c1C	2.8	0.7	1.9	-1.2	-2.6	-2.9	0.8	-1.1	3.9
O=C(Nc1ncn[nH]1)c1ccccc1Br	-1.2	-0.7	2.8	-0.1	1.4	0.2	-0.5	0.4	-0.1
O=C1c2ccccc2C(O)(c2ccccc2)N1c1ccc([N+](=O)[O-])cc1Cl (stereo not drawn)	2.6	-0.6	-0.5	nt	2.3	-0.4	5.1	16.2	-4.1
CC(C)(C)OC(=O)N1CCCN(C(c2ccnc3ccccc23)c2nnnn2-c2ccc3c(c2)OCCO3)CC1 (stereo not drawn)	nt	-0.8	nt	nt	nt	5.4	8.3	nt	1.4
CC(=O)c1cccc(OCc2cc(C(=O)N3CC4C[C@@H]5CC3C[C@H](C4)C5)no2)c1	-0.9	1.6	-1.0	-0.9	1.1	6.5	-3.4	-8.7	17.1
Cc1ccc(-n2c(CNc3ccc(F)cc3)nnc2SCC(=O)NCc2ccco2)cc1	nt	-0.1	0.9	3.2	-3.4	22.6	-9.1	-2.7	-4.2
CN(C)C1CN(Cc2cn(Cc3cccc(Cl)c3)nn2)S(=O)(=O)C1 (stereo not drawn)	nt	0.5	nt	nt	nt	-12.8	-13.7	nt	3.3
Cc1ccc(S(=O)(=O)NC(=O)C2(C)CCN2C(=O)C2(c3ccc(Cl)cc3)CC2)nc1 (stereo not drawn)	-1.1	0.0	6.9	nt	-0.2	1.8	3.6	8.0	3.1
CC(C)CCOc1ncnc2c1sc1nc3c(cc12)CSC(C)(C)C3	-1.8	0.5	-0.5	nt	-2.1	18.9	-1.7	-0.6	5.6
Cc1ccc(NC(=O)C(=O)NCC2CCCO2)cc1C (stereo not drawn)	nt	0.3	-1.0	-0.3	0.6	-4.0	-4.2	4.6	7.3
Cc1cc(-n2c(C)cc(C(=O)CN3C(=O)NC4(CCCCCC4)C3=O)c2C)no1	0.7	-0.3	0.9	-1.5	-1.5	-10.1	5.4	8.2	-2.0
CCc1nc2ccccc2c(C(=O)OCC(=O)N(CC(C)C)c2c(N)n(Cc3ccccc3)c(=O)[nH]c2=O)c1C	-0.4	0.4	-0.8	nt	4.3	4.1	-1.3	1.7	7.6
CC1(C)Oc2ccc3ccc(=O)oc3c2[C@@H](O)[C@H]1O	-0.4	-0.5	69.0*	1.2	1.2	5.9	-30.6	17.0	5.8
CNC(=S)/N=C(/Nc1ccccc1)c1ccccc1	nt	-0.6	-1.0	-0.6	-2.7	-3.9	6.7	11.0	5.1
C#CCN(C[C@@H]1[C@@H](OC(=O)NC2CC2)[C@@H](OC(=O)NC2CC2)Cn2c(=O)ccc(=O)n21)S(=O)(=O)c1ccc(C)cc1	0.2	0.0	-1.3	nt	-2.4	-1.7	3.4	0.9	-2.1
CCn1c2ccccc2c2cc(NC(=O)C(C)OC(=O)c3ccc(NC(=O)CC#N)cc3)ccc21 (stereo not drawn)	-1.9	2.1	2.1	-0.5	0.4	-3.9	23.4	12.6	-2.2
Cc1ccc(N2C(=O)C3CCCN3C2=S)cc1C (stereo not drawn)	0.0	-3.5	1.0	-0.7	-2.4	-6.4	-14.4	2.6	10.8
COc1ccccc1CNC(=O)C[C@@H]1C[C@H]2c3cc(N(C)C)ccc3O[C@H]2[C@H](CO)O1	-0.3&0.4	-0.2	2.5	nt	-0.9	-3.7	9.8	4.3	-3.7
CSCC[C@H](NC(=O)OC(C)(C)C)C(=O)N1CCC(C(=O)N[C@@H](C)C(=O)NCc2ccc(F)cc2)CC1	-1.9	0.1	5.3	-1.4	1.1	-10.1	-4.4	5.9	0.9
Cc1ccc(C(=O)NCc2ccccn2)cc1NC1=NC2CS(=O)(=O)CC2S1 (stereo not drawn)	0.1	-0.1	0.8	0.1	-0.4	0.8	17.5	-10.6	-2.4
CC(C)[C@H](NC(=O)OC(C)(C)C)c1nnc(SCC(=O)Nc2ccc(Br)cc2)o1	nt	0.7	0.3	1.0	-1.9	-0.4	0.8	4.6	9.0
COc1cc(NC(=O)C2=CC(c3ccc(C)cc3)=NS(=O)(=O)N2C)cc(OC)c1OC	-3.2	-0.6	2.2	-2.6	1.3	-2.9	5.5	27.7	-9.8
CC1=C(C(=O)Nc2ccccc2)C(c2cccs2)C(C#N)=C(SCC#N)N1 (stereo not drawn)	-1.1	3.8	-2.6	-1.8	-3.4	-9.4	18.5	6.7	-3.0
COc1ccc(CN=C(Nc2ccccc2)SC2CC(=O)N(C)C2=O)cc1 (stereo not drawn)	-0.5	0.1	6.9	-0.3	-2.7	-1.1	-0.9	-4.6	-4.5
CCC/C=N/NC(=O)c1[nH]c2c([N+](=O)[O-])cccc2c1C	nt	0.5	-4.0	-3.0	-3.2	-2.3	-3.5	1.9	-12.4
COc1ccc(S(=O)(=O)NCCOc2ccccc2)cc1OC	0.1	1.3	3.7	1.8	-2.9	3.8	-3.2	1.5	0.4
Nc1cc(=O)[nH]c(SCC(=O)Nc2cc(Cl)cc(Cl)c2)n1	-2.3	3.1	-0.6	2.1	-8.1	2.9	9.7	3.6	-3.5
Cc1ccccc1N1CC(C(=O)N2CCCCCC2)CC1=O (stereo not drawn)	-0.2	2.0	-1.2	-0.3	-0.1	-12.2	-2.9	1.4	-0.3
O=C1ON=C(c2ccc(Cl)cc2)/C1=C/c1ccc(O)cc1	0.8	nt	nt	1.4	nt	nt	-6.5	nt	-4.8
Brc1ccccc1OCCCCN1CCCCC1	-2.6	-5.0	0.8	0.3	-0.4	-10.5	2.3	-2.5	0.2
COc1cc(NC(=O)C2CCC(CNc3c(N4CCCCC4)c(=O)c3=O)CC2)cc(OC)c1 (stereo not drawn)	1.7	-0.1	1.3	-1.7	-3.4	-4.6	11.3	1.4	-1.8
Cc1onc(-c2c(Cl)cccc2Cl)c1NC(=O)NC1CCSC1 (stereo not drawn)	6.8	-0.2	2.8	1.0	2.0	-1.9	-6.1	-3.7	-1.6
CCOC(=O)C1CCCN(S(=O)(=O)c2ccc(Br)s2)C1 (stereo not drawn)	-0.9	-0.1	3.4	-0.1	-1.4	-20.0	7.3	3.3	4.1
CC(C)C(=O)NCC(c1ccc2c(c1)OCO2)N1CCOCC1 (stereo not drawn)	0.1	-0.8	-6.2	-0.1	-3.1	-6.3	7.8	-7.7	7.8
CCNc1nc(NCC)nc(OCCOC(=O)COc2ccc(Cl)cc2Cl)n1	2.8	-0.7	-2.5	-0.2	-0.1	-5.0	5.1	-10.3	6.5
Cc1cc(C(=O)COC(=O)c2ccc(O)cc2O)c(C)n1-c1ccc(OC(F)F)cc1	-0.2	1.7	2.0	nt	1.6	9.6	-5.1	11.0	-1.7
O=C1C2CC=CCC2C(=O)N1n1cnnc1 (stereo not drawn)	0.7	-0.5	-5.3	0.9	-4.1	-4.6	-5.7	-2.8	2.2
Cc1nn(C)c(C)c1C1C(C#N)=C(N)OC2=C1C(=O)CCC2 (stereo not drawn)	nt	-0.6	3.9	nt	-3.5	-4.0	-9.3	-3.6	5.9
COc1ccc(/C=C2\CCn3c2nc2cc(C(=O)O)ccc2c3=O)cc1OC	-1.9	-0.2	4.2	2.5	-5.8	6.3	3.8	14.0	-4.4
COc1ccc(/C=C(/NC(=O)c2ccccc2)C(=O)NCc2ccco2)cc1	0.5	-0.2	-1.4	1.8	-2.4	-2.6	0.0	-3.9	-0.4
CC(C)OC(=O)Cn1c(-c2ccccc2)c(-c2ccccc2)nnc1=O	-1.7	1.3	-2.1	-0.1	-4.6	-19.3	-6.2	-0.5	-15.5
CSc1ccc(C#N)cc1NC(=O)c1ccc(Cl)nc1	nt	-0.1	1.5	-0.1	0.3	1.9	-14.1	3.7	-5.2
Cc1cccc(NC(=O)c2cccc3c2-c2ccccc2C3=O)n1	-0.3	0.3	-2.5	0.5	-2.9	-1.3	-15.2	1.6	-4.2
COC1=CCC2([N+](=O)[O-])CN(CCO)CC1([N+](=O)[O-])C2 (stereo not drawn)	nt	-1.2	1.5	1.0	-3.2	-12.7	0.5	12.9	-1.4
Cn1c(CN2CCCCC2)nc2cc(NC(=O)c3ccccc3Cl)ccc21	0.2	-1.7	-0.5	-8.7	-3.5	-4.1	-5.4	-2.5	-12.3
COC(=O)[C@@H]1C[C@@H]2CC[C@@H](O)C[C@@H]2N1Cc1ccccc1OS(=O)(=O)c1ccc(C)cc1	-0.7	0.2	4.1	-1.6	-3.3	-0.4	-1.9	-3.4	0.1
O=C(O)C1CCCN1S(=O)(=O)c1ccc(Br)cc1 (stereo not drawn)	-0.4	-0.9	1.9	1.0	-0.5	5.6	11.2	5.2	-6.7
O=C(CCSCc1ccccc1Cl)NC1CCCC1	-2.3	-0.4	0.7	0.0	-7.8	-8.7	-9.6	15.0	-3.0
N#C/C(=C\c1cccc(O)c1)C(=O)O	-0.1	0.0	0.2	nt	-1.2	7.0	1.0	16.1	-5.3
CCOc1ccc(C(=O)Nc2nnc(NC(=S)Nc3ccccc3)s2)cc1	0.6	-1.8	-2.4	1.6	-1.9	-7.3	8.7	40.2*	13.7
Oc1cccc(/C=N/n2c(C3CCCCC3)n[nH]c2=S)c1	2.0	-2.5	2.6	2.2	nt	?	6.5	4.4	-0.2
COc1ccc(Cc2noc(CN3CCC(c4ccncc4)CC3)n2)cc1OC	nt	-1.0	2.4	-4.7	1.4	-9.7	11.0	15.6	1.4
Cn1c(=O)c2cc(NC(=O)NCCc3ccccc3)ccc2n1Cc1ccccc1	-0.5	0.1	127.2*	nt	-3.7	2.0	-126.1	-3.5	2.4
CCCc1nc(-c2cc3ccc(C)cc3[nH]c2=O)no1	-3.7	-0.6	21.8	-1.4	0.1	-4.0	-27.4	23.7	1.0
O=C(NC(=S)N(CCO)Cc1ccccc1)c1cc(Br)ccc1Cl	nt	0.6	-3.1	-4.2	-0.1	-4.5	-5.4	-2.1	9.6
CCN(CC)C(=O)Oc1ccc(OC(=O)N(CC)CC)cc1	nt	0.7	3.9	0.7	-0.8	1.7	6.4	8.3	-1.3
O=C(NCc1ccco1)C1CC(=O)N(c2ccc(Cl)cc2)C1 (stereo not drawn)	nt	-0.1	-2.0	0.4	1.6	0.1	-1.5	1.3	-0.9
COCCCN(C(=O)CCSc1ccc(F)cc1)c1c(N)n(Cc2ccccc2)c(=O)[nH]c1=O	nt	3.8	3.9	-1.8	-0.8	8.8	-2.4	-5.7	5.8

Assay outcomes as filed in PubChem BioAssay.
